AT treatment: potential ataxia-telangiectasia treatment. […] A-T fibroblasts, KAP-1 phosphorylation AlphaLISA; neocarzinostatin DNA damage 30 min before lysis. Potency, µM (titrated, usually from 57.5 µM), inactives show top-dose activation, usual class: activators. 320,000 tested, 0.19% active. AID 485349; note: potency is the fitted concentration of half-maximal effect; % of control where 0% means no effect; nearly all actives have a fitted effect of over 45% in size
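hTERT-immortalized A-T patient fibroblasts ([…]), 500 cells/well in OPTI-MEM, 1% FBS, got compounds for 60 min, then NCS for 30 min at 37C. Lysates were then assayed for phospho-KAP-1 by AlphaLISA (anti-pKAP1 donor, anti-KAP1 acceptor beads), 6 hr at 25C.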
TCR activator: T cell receptor activation; primary human leukocytes, anti-CD3, IL-2 HTRF, 48 h; Potency, µM (series often up to 9.22 µM), for inactives: at the top dose activation of IL-2 secretion, most hits filed as activators; 330,000 tested, under 10 active; AID 504894; note: % of control where 0% means no effect
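Primary human leukocytes receive a-CD3 beads and test compound and are incubated 48 hr. Secreted IL-2 is then assayed by HTRF, measuring 665nm acceptor emission after 320nm excitation of the europium donor.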
B2AR arrestin: agonists driving beta-arrestin recruitment to human beta2-adrenergic receptor | P07550 | beta-arrestin recruitment to beta2AR, cell-based reporter | Potency, µM (top dose mostly 46.1 µM), for inactives: top-dose activation, usual class: activators | 330,000 tested, 0.02% active;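 note: potency is the fitted concentration of half-maximal effect; 0% = DMSO controls and full agonism = EC100 isoproterenol or metaproterenol; nearly all actives have a fitted effect of over 65% in size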
Target sequence (P07550 whole entry, looked up): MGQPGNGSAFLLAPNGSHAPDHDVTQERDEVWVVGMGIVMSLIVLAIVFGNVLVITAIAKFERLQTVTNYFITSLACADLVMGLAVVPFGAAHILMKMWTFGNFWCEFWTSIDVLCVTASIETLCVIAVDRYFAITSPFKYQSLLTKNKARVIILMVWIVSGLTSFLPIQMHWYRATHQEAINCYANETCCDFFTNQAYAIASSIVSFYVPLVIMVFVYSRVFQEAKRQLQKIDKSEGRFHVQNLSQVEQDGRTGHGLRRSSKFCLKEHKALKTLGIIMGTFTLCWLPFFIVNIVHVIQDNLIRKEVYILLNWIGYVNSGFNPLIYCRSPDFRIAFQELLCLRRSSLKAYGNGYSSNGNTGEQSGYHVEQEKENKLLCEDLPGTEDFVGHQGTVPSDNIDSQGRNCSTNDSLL
TRPV1 agonist: activates the human vanilloid receptor TRPV1. TRPV1-expressing cells, Fluo-8 calcium influx, agonist mode. 320,000 tested, 0.19% active. Q8NER1. activation, % at 8.33 µM; in the data active = activation above about 80%; inconclusive = between about 30% and that limit; note: 0% is about no effect
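Fluo-8 calcium influx in TRPV1-expressing cells, kinetic read (ex 480/em 520 nm). Compound added and read 3 min for agonist activity, followed by capsaicin at EC20 final and 2 min further read for enhancement.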
p53 reactivation: restores transcriptional activity of mutant p53; H1299 p53-A138V BP100-luciferase reporter, luminescence, 24 h; Potency, µM (titrated, usually from 92.2 µM), inactives show at the top dose activity change, positive = activation, most hits filed as activators; 320,000 tested, 0.063% active; AID 504706; note: potency is the fitted concentration of half-maximal effect; % of control where 0% means no effect; nearly all actives have a fitted effect of over 45% in size
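p53-null H1299 cells stably carrying temperature-sensitive p53-A138V and a BP100-luciferase reporter were pinned with compounds (4-point, 1:5 series) and held 24 hrs at 37 deg C. Luminescence was read 10 min after detection reagent.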
CXXC DNA block: inhibitors of human MLL CXXC domain-DNA interaction. 290,000 tested, 0.037% active. Potency, µM (series often up to 115 µM), for the others: at the highest dose activity change, negative = inhibition, actives largely listed as inhibitors. AID 2662. MLL-CXXC / FITC-HOXA9 DNA fluorescence polarization; active = well fitted inhibition curve with a large enough effect in the polarisation, with a control signal flat, not every such curve was filed as active; inconclusive = small, poorly fitted or top-dose-only effect, or effect the other way, or a change in a side signal; inactive = no such curve, though single readings can be large or run the other way; the % refers to the polarisation; note: potency is the fitted concentration of half-maximal effect
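Fluorescence polarization: 7 uM MLL-CXXC (stock) preincubated 5 min with compounds, then 50 nM fluorescein-HOX-A9 DNA (stock) added; 30 min ambient. Buffer 50 mM Tris-HCl pH 7.5, 50 mM NaCl, 1 mM DTT, 0.05% BSA.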
PTAP TSG101 blk: blocks PTAP/TSG101 interaction to inhibit HIV-1 budding; Q99816; Fluorescence polarization, FITC-PTAP peptide / Tsg101 binding; Potency, µM (doses to about 115 µM), for inactives: at the top dose activity change, negative = inhibition, actives largely listed as inhibitors; 340,000 tested, under 10 active; AID 493005; active = well fitted inhibition curve with a large enough effect in the main read-out, with a control signal flat, not every such curve was filed as active; inconclusive = small, poorly fitted or top-dose-only effect, or effect the other way, or a change in a side signal; inactive = no such curve, though single readings can be large or run the other way; note: potency is the fitted concentration of half-maximal effect; % of control where 0% means no effect
Target sequence (Q99816 whole entry, looked up): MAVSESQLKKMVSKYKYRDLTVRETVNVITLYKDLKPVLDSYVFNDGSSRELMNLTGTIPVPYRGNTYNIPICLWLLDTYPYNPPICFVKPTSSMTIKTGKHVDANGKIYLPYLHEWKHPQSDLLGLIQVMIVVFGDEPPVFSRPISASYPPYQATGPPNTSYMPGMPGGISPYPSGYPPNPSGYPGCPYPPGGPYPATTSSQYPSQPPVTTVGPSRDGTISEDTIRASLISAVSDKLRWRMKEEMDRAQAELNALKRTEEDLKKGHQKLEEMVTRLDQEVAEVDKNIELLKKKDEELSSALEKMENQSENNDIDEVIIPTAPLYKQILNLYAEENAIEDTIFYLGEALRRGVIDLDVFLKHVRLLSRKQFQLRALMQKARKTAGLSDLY
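Fluorescence anisotropy tracks displacement of a FITC-tagged PTAP peptide (50 nM) from the Tsg101 binding domain (10 uM), following a 20 min room-temperature incubation at pH 7.5.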
BRCA1 expr act: activators of BRCA1 expression; Potency, µM (highest dose often 46.1 µM), for inactives: at the highest dose activation, usual class: activators; 380,000 tested, 1.1% active; MCF7-BRCA1-FFLuc reporter, luminescence, 48 h; response scale: scaled: vehicle 0%, 10 µM genistein 100%; AID 624202; note: potency is the fitted concentration of half-maximal effect; nearly all actives have a fitted effect of over 80% in size; some results filed as inactive show a strong effect at the top dose
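Using MCF7 cells harboring a BRCA1 firefly luciferase reporter, plated 2 h before compound pinning, the screen measured luminescence after 48 h incubation. Responses were normalized to DMSO and 10 microM genistein, then fitted for concentration-effect.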
Integrin act MD: integrin-mediated muscular dystrophy alleviation activation. Potency, µM (doses to about 38.3 µM), without a hit: at the top dose activation, most hits filed as activators. alpha7betagal myoblasts, beta-gal FDG fluorescence, 48 h. 350,000 tested, 0.064% active. AID 624291;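 note: potency is the fitted concentration of half-maximal effect; 100% = response of the positive control SU9516; nearly all actives have a fitted effect of over 60% in size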
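Alpha7betagal+/- myoblasts (passage 13) were plated 16-24 hr, then exposed to compounds (1:260 dilution of DMSO stock) for 48 hours at 37C. After MPER lysis, β-galactosidase reporter activity was read as FDG fluorescence (ex 480/em 540) after 30 minutes.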
ELG1 repair inh: inhibitors of ELG1-dependent DNA repair in HEK293T cells | HEK293T ELG1-luciferase reporter, luminescence, 16 h; DNA damage induced by 5-fluorouridine | Potency, µM (doses to about 46.1 µM), inactives show top-dose activity change, negative = inhibition, actives largely listed as inhibitors | 330,000 tested, 2.3% active | AID 504467; note: potency is the fitted concentration of half-maximal effect; % is set by controls: 0 for no effect and ±100 for the full control effect; nearly all actives have a fitted effect of over 55% in size
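Luminescence from the luciferase reporter, measured 30 min after ONE-Glo reagent at room temperature, was the read-out. Beforehand, 2,000 cells per well were exposed for 16 hr at 37 °C to 5-fluorouridine together with compound or vehicle.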
* hit, by the source's call; ? = inconclusive; . = no result given; [ ] = remark or other dose. Unless noted, calls come from the whole dose curve; as a rule, active = well fitted curve in the direction sought with a large enough effect; inconclusive = small, poorly fitted or top-dose-only effect, or another doubt; inactive = no such curve, though single readings can be large; an effect the other way counts as inactive or inconclusive.

SMILES	AT treatment	TCR activator	B2AR arrestin	TRPV1 agonist	p53 reactivation	CXXC DNA block	PTAP TSG101 blk	BRCA1 expr act	Integrin act MD	ELG1 repair inh
N#CC1C(=O)c2ccccc2C1c1ccccc1 (stereo not given)	.	-2%	.	.	.	.	-1%	-39%	-49%[inhibitor]	.
CCCc1ccc(S(=O)(=O)N/N=C\c2ccc3c(c2)OCO3)cc1	0%	-2%	0.2%	2	13%	2%	-7%	-6%	-25%	1%
O=C(COC(=O)c1ccco1)NCc1ccc(Cl)cc1	5%	-2%	-0.6%	1	-4%	8%	-6%	0%	-31%	1%
O=C(Nc1cccc(-n2cnnn2)c1)c1ccc(C(F)(F)F)cc1	-10%	-20%	0.0%	?	-8%	.	0%	-24%	27%	-3%
COc1ccccc1/C=C/C(=O)OCC(=O)c1cc(C)n(C)c1C	13%	3%	0.4%	1	10%	.	-3%	8%	-22%	0%
S=C(Nc1ccc(Cl)cc1)NC1CC2CCC(C1)N2Cc1ccccc1 (stereo not given)	2%	3%	-0.5%	-3	11%	5%	-2%	-35%	-73%[inhibitor]	-10%
CCN1CCN(c2ncc(C(=O)N3CCN(c4ccccc4OC)CC3)c3ccccc23)CC1	.	-3%	.	.	.	.	-3%	-14%	29%	.
O=C(CN(CC1CCCO1)S(=O)(=O)c1ccc(S(=O)(=O)NCC2CCCO2)cc1)Nc1ccccc1 (stereo not given)	.	5%	.	0	.	0%	-7%	2%	1%	.
O/N=C/c1ccc2ccccc2n1	2%	0%	6.6%	1	13%	-5%	-2%	0%	-1%	?
O=C(CN(c1ccccn1)S(=O)(=O)c1ccccc1)N/N=C/c1cccc([N+](=O)[O-])c1	-2%	-1%[46.1 µM]	-0.8%	-6	3%	-5%	-1%	0%	-13%	12%
CC1=NN(C(N)=S)C(=O)C1N=Nc1ccc(S(N)(=O)=O)cc1 (stereo not given)	-7%	.	0.4%	-1	11%	-23%	-4%	26%	?	8%
CCOCCC(=O)Nc1cc(Cl)ccc1OC	0%	-5%	-0.1%	3	2%	2%	-5%	-21%	-3%	0%
CCC(OC(=O)c1ccco1)C(=O)NCc1ccc(C)cc1 (stereo not given)	5%	.	0.1%	0	-4%	0%	.	10%	-12%	2%
Cc1ccc(S(=O)(=O)c2c(C)nn(C(C)(C)C)c2OC(=O)c2cccs2)cc1	-1%	0%	0.0%	13	-1%	1%	-4%	-74%	-24%	-13%
O=c1c2cc(Cl)cc(Cl)c2nc2n1CCC2	14%	-3%	-0.8%	1	-1%	-6%	-7%	1%	7%	5%
O=C1NC(c2ccc(Cl)cc2)Oc2ccccc21 (stereo not given)	6%	.	0.4%	1	-11%	-4%	-2%	21%	-24%	-2%
CCCCCCCCCCCCCC(=O)O	10%	2%	0.6%	-2	-7%	.	-1%	-4%	.	11%
Cc1cccc(OCC(=O)NNC(=O)CCCCC(=O)NNC(=O)COc2cccc(C)c2)c1	9%	-3%	-1.6%	0	-3%	61%[activator]	-1%	3%	-9%	4%
COc1ccc(S(=O)(=O)NC2CC(=O)N(c3ccc(C)c(C)c3)C2)cc1 (stereo not given)	16%	-6%	0.2%	14	5%	.	-8%	-21%	7%	18%
O=C(c1ccncc1)N1CCN(S(=O)(=O)c2cccc(Cl)c2)CC1	2%	4%	-0.2%	-1	0%	.	-3%	-9%	8%	11%
COc1ccc(O)c(/C=N/NC(=O)c2cccc(N3CCCC3=O)c2)c1	-10%	3%	-1.0%	-2	25%	5%	-1%	-38%	0%	-25%
CCOC(=O)c1cc(NC(=O)c2ccc(C)cc2)c(=O)oc1C(F)(F)F	2%	-2%	-0.3%	5	16%	3%	-9%	64%	-4%	?
Cc1cc(-c2n[nH]c(=S)n2/N=C/c2ccccc2[N+](=O)[O-])n[nH]1	0%	7%[46.1 µM]	-0.3%	3	-3%	-14%	-2%	-11%	-9%	?
COc1ccc(NC(=O)c2oc3ccccc3c2NC(=O)C(C)(C)C)cc1	-5%	-4%	0.3%	?	12%	3%	-1%	-2%	1%[7.66 µM]	?
CC(=O)c1c(C)[nH]c(C(=O)OCC(=O)Nc2cccnc2Cl)c1C	7%	0%[46.1 µM]	-0.7%	.	5%	.	-1%	-47%	36%	?

For reference, part of the list above.
SMILES	AT treatment	TCR activator	B2AR arrestin	TRPV1 agonist	p53 reactivation	CXXC DNA block	PTAP TSG101 blk	BRCA1 expr act	Integrin act MD	ELG1 repair inh
N#CC1C(=O)c2ccccc2C1c1ccccc1 (stereo not given)	.	-2%	.	.	.	.	-1%	-39%	-49%[inhibitor]	.
CCCc1ccc(S(=O)(=O)N/N=C\c2ccc3c(c2)OCO3)cc1	0%	-2%	0.2%	2	13%	2%	-7%	-6%	-25%	1%
O=C(COC(=O)c1ccco1)NCc1ccc(Cl)cc1	5%	-2%	-0.6%	1	-4%	8%	-6%	0%	-31%	1%

Following part.
SMILES	AT treatment	TCR activator	B2AR arrestin	TRPV1 agonist	p53 reactivation	CXXC DNA block	PTAP TSG101 blk	BRCA1 expr act	Integrin act MD	ELG1 repair inh
CC1CN(S(=O)(=O)c2ccc(F)cc2)C(C)N1C(=O)N1CCOCC1 (stereo not given)	1%	-5%	-0.1%	-1	0%	4%	-6%	0%	-17%	-2%
Cc1ccc(S(=O)(=O)N(C)c2ccc(C(=O)O)cc2)cc1	8%	0%	-0.3%	-3	-3%	4%	-4%	0%	26%	1%
COc1ccc(Br)c(C(=O)N(C)CC(=O)Nc2ccc(N3CCOCC3)cc2)c1	15%	1%	0.3%	-1	-1%	.	1%	0%	-5%	3%
O=C(Cc1ccc(F)cc1)N1CCN=C1SCc1ccc([N+](=O)[O-])cc1	11%	7%[46.1 µM]	-1.0%	0	24%	-4%	-4%	-31%	0%	?
CCC(N1CCOC1=O)S(=O)(=O)c1ccc(C)cc1 (stereo not given)	5%	8%	0.0%	-1	1%	2%	-2%	-11%	2%	-1%
Cc1ccc(NC(=O)COC(=O)CNC(=O)c2cccc([N+](=O)[O-])c2)cc1S(=O)(=O)N1CCCCCC1	5%	0%[46.1 µM]	8.4%	-3	-3%	50%[activator]	1%	-4%	-10%	-13%
O=C(O)c1ccc(CSc2nnc(-c3ccco3)n2-c2ccccc2)cc1	-1%	-3%	-0.4%	-5	-7%	-4%	0%	-8%	-12%	7%
O=C(OCC(=O)N1CCN(Cc2ccccc2)CC1)c1ccc(Cl)cc1	11%	2%	0.1%	25	3%	6%	-2%	-6%	-8%	13%
O=C(CSc1nnc(SCc2ccccc2)s1)N/N=C/C=C\c1ccco1	-1%	-2%[46.1 µM]	-0.4%	0	13%	6%	1%	-7%	-18%	?
COc1cccc(NC(=O)Nc2ccc3c(c2)nc(C)n3C)c1	0%[11.5 µM]	6%	0.4%	-2	3%	-9%	-4%	50%	39%	?
O=C(NCC1CC1)c1cc([N+](=O)[O-])cc([N+](=O)[O-])c1	7%	6%	0.3%	2	19%	-2%	5%	-12%	-14%	0%
COc1ccc2cc(C(c3nnnn3CCc3ccccc3)N3CCC(O)CC3)c(=O)[nH]c2c1 (stereo not given)	3%	-1%	-0.6%	1	3%	0%	1%	-27%	-3%	-4%
COc1ccc(CNCCC(c2ccccc2)C2CCOC(C)(C)C2)cc1 (stereo not given)	-4%	4%	-0.6%	14	-4%	-23%	0%	-32%	-68%[inhibitor]	-14%
O=C(COc1ccc(Cl)cc1Cl)Nc1cccc(-c2ccc(N3CCOCC3)nn2)c1	-8%	-3%	0.0%	-6	10%	.	0%	1.4µM*	13%	?
O=C(NC(=O)c1ccccc1F)OCc1ccc(Cl)cc1Cl	14%	0%	-0.8%	19	7%	5%	-2%	9%	-5%	10%
CCn1c(SCc2ccccc2)nnc1-c1cccnc1	-3%	-6%	0.1%	19	-3%	-13%	-3%	-2%	-6%	?
O=C(O)c1cc(S(=O)(=O)Nc2ccccc2Cc2ccccc2)ccc1Cl	2%	-9%	0.5%	-4	-1%	25%	-4%	-13%	-21%	0%
Cc1ccc(S(=O)(=O)C(C#N)c2nc3ccccc3nc2N2CCC(C)CC2)cc1 (stereo not given)	8%	-1%	0.4%	1	?	2%	?	-8%	11%	?
O=C1CS(=O)(=O)N(Cc2cccc(F)c2)c2ccc(Br)cc21	1%	5%	-0.3%	1	13%	.	-1%	-2%	-14%	?
CN1CCN(C(=S)SCc2nc(N)nc(Nc3ccc(F)cc3)n2)CC1	1%	3%	0.1%	0	11%	-3%	-6%	41%	0%	-18%
Cc1nc(COc2ccc(C(=O)Nc3ccccc3N3CCOCC3)cc2)cs1	-2%	-5%	-0.3%	-1	-1%	31%	-4%	35%	0%	-13%
CC(=O)Nc1ccc(S(=O)(=O)N(C)CC(=O)OCC(=O)NC(C)C23CC4CC(CC(C4)C2)C3)cc1 (stereo not given)	16%	-10%[46.1 µM]	0.4%	11	10%	0%	-3%	-14%	-17%	?
